Assay outcomes from PubChem BioAssay.
proCasp3 act = activators of human procaspase-3 | P42574 | recombinant procaspase-3 D3A, Ac-DEVD-pNA absorbance 405 nm | activation, % at 8.5 µM | 330,000 tested, 0.11% active;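 active = activation above the mean of all tested compounds plus 3 SD, cut at about 21% in these data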;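 note: 0% = DMSO alone and 100% = DMSO wells spiked with extra 5 µM PC-3 D3A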
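Technique: 405 nm absorbance of p-nitroaniline, reads at 0 and 120 min; Test system: Procaspase-3 D3A mutant; Incubation: 1 h enzyme-compound preincubation, then 2 h substrate reaction, 25 °C; Repeats: singlicate, each compound tested once; Benchmarks: low control DMSO wells, high control DMSO plus 5 µM PC-3 D3A.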
Fh CTSL1 inh = counter-screen for PFM18AAP inhibitors: inhibitors of F. hepatica cathepsin L1; recombinant F. hepatica cathepsin L1, Z-Leu-Arg-MCA fluorescence; 300,000 tested, 0.49% active; inhibition, % at 5.96 µM;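 active = inhibition above the mean of all tested compounds plus 3 SD, set per screening campaign, cut at about 17% in these data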;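 note: 0% = plate median of test compound wells and 100% = 1 µM Z-Phe-Ala-diazomethylketone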
HCV core dimer = HCV core protein dimerization inhibition | TR-FRET GST/Flag-core106 dimerization, 1536-well | inhibition, % at 5 µM | 300,000 tested, 0.33% active;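 active = inhibition above the mean of all tested compounds plus 3 SD, set per screening campaign, cut at about 45% in these data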
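Material: GST/Flag-tagged HCV core106 proteins. Incubation: 4 h, 22.5 °C incubation. Read-out basis: inhibition (%) from 671 over 617 nm ratio. Measured by: TR-FRET, excitation 340 nm, emission 617 and 671 nm.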
PP1 counter = blocks human PP1-alpha phosphatase, a PP5 counter-screen | P62136 | purified PP1alpha, OMFP fluorescence | inhibition, % at 6.7 µM | 320,000 tested, 0.9% active | AID 2235;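 active = inhibition above the mean inhibition of all tested compounds plus 3 SD, computed separately for each screening campaign, cut at about 15% in these data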
procasp7 counter = counter-screen: procaspase-7 (human) activation. P55210. recombinant procaspase-7, Ac-DEVD-pNA absorbance 405 nm; D23A/D198A/D206A triple mutant, cannot self-cleave; scale: DMSO 0, 5 µM enzyme 100. activation, % at 8.5 µM. 330,000 tested, 0.093% active. AID 463210;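 active = percent activation above the screen-wide mean plus 3 SD, cut at about 25% in these data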
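Test system: Procaspase-7 triple mutant (PC-7 D3A). Also added: Ac-DEVD-pNA substrate, 400 µM as added. Schedule: 1 h enzyme–compound preincubation and 2 h substrate reaction, both 25 °C. Signal: p-Nitroaniline absorbance at 405 nm, read at 0 and 120 min. Control set: low DMSO alone, high DMSO plus 5 µM PC-7.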
GRK2 aptamer HTS = inhibitors of human GRK2 displacing RNA aptamer; P25098; bead flow cytometry, FAM-aptamer displacement from GRK2; inhibition of aptamer binding, % at 10 µM; 330,000 tested, 0.59% active; AID 488847;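 active = inhibition of aptamer binding above 40%, roughly 3 SD of noise, on plates passing a quality check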;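 note: median bead fluorescence of bound FAM aptamer so fluorescent compounds give negative values; no value below 0 was filed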
PP5 primary = inhibitors of human protein phosphatase 5 (PP5) | P53041 | purified PP5c, OMFP substrate fluorescence | inhibition, % at 6.7 µM | 320,000 tested, 0.18% active;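 active = inhibition above the campaign's mean inhibition across all tested compounds plus 3 SD, cut at about 9.5% in these data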;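 note: 0% = DMSO only and 100% = 100 µM cantharidin control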
Target sequence (P53041 whole entry, looked up): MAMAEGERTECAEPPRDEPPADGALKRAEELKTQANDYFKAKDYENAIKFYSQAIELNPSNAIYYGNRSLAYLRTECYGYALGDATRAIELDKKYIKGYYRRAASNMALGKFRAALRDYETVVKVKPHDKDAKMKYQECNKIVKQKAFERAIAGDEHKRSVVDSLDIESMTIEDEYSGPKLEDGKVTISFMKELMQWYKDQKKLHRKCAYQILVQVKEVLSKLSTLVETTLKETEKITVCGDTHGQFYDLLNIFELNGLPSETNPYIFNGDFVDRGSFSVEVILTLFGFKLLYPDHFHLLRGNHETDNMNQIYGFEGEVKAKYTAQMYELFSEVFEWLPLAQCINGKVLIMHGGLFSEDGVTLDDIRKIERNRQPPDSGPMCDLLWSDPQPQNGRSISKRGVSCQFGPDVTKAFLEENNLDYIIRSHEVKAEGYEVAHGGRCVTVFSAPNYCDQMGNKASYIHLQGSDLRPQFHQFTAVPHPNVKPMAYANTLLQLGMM
JMJD2C inh = blocks human GASC-1 demethylase activity; Q9H3R0; 330,000 tested, 0.069% active; GST-JMJD2C(1-420) H3K9me3 demethylation, DELFIA europium; inhibition, % at 2.35 µM;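 active = more than half of a compound's replicate wells show inhibition beyond 50%, single wells judged on their own value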;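 note: signal counts dimethyl H3K9 product captured on neutravidin plate; 0% = median of DMSO wells and 100% = 0.3 times that DMSO median; strong numbers were not always called active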
Target sequence (Q9H3R0 1-420 limits assumed): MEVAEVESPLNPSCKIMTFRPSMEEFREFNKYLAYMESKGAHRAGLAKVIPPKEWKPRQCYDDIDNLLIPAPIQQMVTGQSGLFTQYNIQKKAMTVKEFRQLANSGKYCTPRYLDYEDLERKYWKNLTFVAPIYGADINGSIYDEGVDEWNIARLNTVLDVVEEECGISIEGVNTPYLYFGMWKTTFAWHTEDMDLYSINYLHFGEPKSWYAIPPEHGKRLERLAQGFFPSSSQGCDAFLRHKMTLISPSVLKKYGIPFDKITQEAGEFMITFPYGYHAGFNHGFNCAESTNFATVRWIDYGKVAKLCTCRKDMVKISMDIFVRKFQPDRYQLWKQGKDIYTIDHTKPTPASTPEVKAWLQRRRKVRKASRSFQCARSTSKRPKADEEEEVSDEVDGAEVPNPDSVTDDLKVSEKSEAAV
VLA-4 inh = inhibition in a human VLA-4 binding assay | inhibition, % (about 7 µM as worked out from the volumes in the protocol) | VLA-4 expressing cells, ligand binding flow cytometry | 330,000 tested, 0.2% active; in the data active = inhibition above about 50%
The depositor's hits bear a star; x = not tested or not shown.

#	SMILES	JMJD2C inh	PP1 counter	proCasp3 act	Fh CTSL1 inh	PP5 primary	HCV core dimer	VLA-4 inh	procasp7 counter	GRK2 aptamer HTS
1	O=C(OCC(=O)c1cccs1)c1cccc(C(=O)OCC(=O)c2cccs2)n1	3	-2	-8	-4	0.3	15	-6	-13	0
2	CCN(CC)c1ccc(/C=N/N=C(c2ccccc2)c2ccccc2)c(O)c1	5	1	4	-2	1.9	-2	-28	-6	2
3	Cc1nnc(NC(=O)c2cccc(S(=O)(=O)N3CCN(C)CC3)c2)s1	1	-3	-2	-1	-1.4	-5	-14	0	4
4	Cc1ccc(S(=O)(=O)N(C)c2ccc(OC(C)C(=O)N3CCCC3)cc2)cc1C (stereo not given)	1	-1	8	2	2.0	1	-5	6	0
5	COc1ccc(C2CC(c3cccs3)=NN2C(=O)CSC2=NN3CCCC(=O)N=C3S2)cc1 (stereo not given)	-6	-2	3	14	4.4	4	-22	-9	0
6	CN(CC(=O)Nc1cccc(S(=O)(=O)N2CCCC2)c1)Cc1ccccc1	9	x	6	x	x	x	-10	13	0
7	CSCCC(NC(=O)c1ccco1)C(=O)NCc1ccc(F)cc1 (stereo not given)	-5	-1	4	0	1.5	-1	-3	10	4
8	Cc1cc(C)nc(SCc2ccc(C(=O)NNC(=O)Nc3cccc(Cl)c3)cc2)n1	5	7	-1	-7	-3.4	0	1	10	0
9	O=C(Cc1ccc(Br)cc1)OCC(=O)N1CCCCCC1	7	x	1	x	x	x	5	8	8
10	O=C(NC1=NCCS1)C1CC(=O)N(c2ccccc2)C1 (stereo not given)	34	2	6	-26	-1.4	-3	34	-12	0
11	COc1ccc(Cn2c(CCC(=O)O)nc3cccnc32)cc1	29	-1	-1	-1	-0.6	2	5	5	0
12	O=S(=O)(CC12C3C4C5C1C2C(Br)(C43)C51OCCO1)c1ccccc1 (stereo not given)	4	0	-1	-3	1.8	-7	-3	0	0
13	CC(=O)Nc1ccc(S(=O)(=O)Nc2nccc(C)n2)cc1	14	2	7	-1	-1.3	-10	-10	9	2
14	CC(C)C[C@@H](COc1ccccc1)N1CCN(CCc2ccccc2)CCC1=O	16	-3	1	0	3.6	3	22	-7	0
15	CC1(C)C[C@H](O)[C@]2(CO)[C@H](O)C[C@]3(C)C(=CCC4[C@@]5(C)CC[C@H](O)C(C)(C)C5CC[C@]43C)[C@@H]2C1 (stereo not given in full)	-1	x	-3	x	x	x	4	1	0
16	CCCc1nc2ccccc2c(C(=O)OCC(=O)N2CCc3ccccc32)c1CC	0	0	-9	-7	3.9	0	0	-3	4
17	Cc1cc(C(=O)Nc2ccccc2N2CCOCC2)c(C)o1	-15	1	-17	-1	-0.5	3	8	3	2
18	Cc1ccc2nc(NCCNC(=O)c3ccccc3)c(C#N)cc2c1	37	8	-3	38*	3.0	4	-14	2	0
19	Cc1ccc(-n2ccnc(SCC(=O)NC3CCCC3)c2=O)cc1F	-5	3	-19	1	0.4	0	-10	-5	0
20	O=c1ccn(CCc2c[nH]c3ccccc23)c2c1CCCC2	-2	1	-1	2	-1.7	-1	-4	0	0
21	Cc1cc(NC(=O)CSCc2ccccc2)no1	1	-1	4	-19	1.8	3	0	7	6
22	O=C(c1ccc(=O)[nH]n1)N1CCc2ccccc2C1	2	-3	5	-4	-3.4	2	-3	-2	0
23	O=C1CC2(CCCC2)CC(=O)N1CCCCN1CCN(c2ncccn2)CC1	1	3	5	-4	-8.4	-4	-11	0	3
24	COc1ccc(NC(=O)c2ccc3c(c2)C(=O)N(CC2CCCO2)C3=O)cc1 (stereo not given)	-2	-1	10	1	2.8	3	4	-5	1
25	COCCn1nnnc1C(c1cc2ccc(C)cc2[nH]c1=O)N(Cc1ccco1)Cc1cccs1 (stereo not given)	14	-1	-7	3	2.3	5	1	-1	0
26	CCCn1c(N)c(C(=O)CSc2ncc(C(F)(F)F)cc2Cl)c(=O)[nH]c1=O	7	-2	-1	2	1.3	0	2	9	0
27	CCCOc1ccc(/C=c2\sc3ncnn3c2=O)cc1	-10	-5	6	3	-2.7	9	1	8	0
28	FC(F)(F)c1ccc(Cl)c(NC(=S)NC2CC2)c1	6	1	-1	1	-0.8	5	19	-12	0
29	C/C(CC(=O)NCc1ccccc1)=N\NC(=O)c1cnccn1	-2	-5	7	2	-0.6	-3	7	3	0
30	Cc1cccc(Nc2ncnc3onc(-c4cccc(Cl)c4)c23)c1	6	4	0	5	0.1	8	1	-10	0
31	CCCCC(=O)NC(NC(=S)N1CCOCC1)C(Cl)(Cl)Cl (stereo not given)	33	2	-2	1	1.2	-2	17	8	5
32	O=C(O)C1CCN(C(=O)c2ccc(Cl)cc2)CC1	0	2	0	2	1.9	-3	1	10	0
33	Cc1ccc(NC(=O)N/C=C/c2ccccc2)cc1	4	2	-7	-1	-0.1	12	-10	6	4
34	Cc1ccccc1C(=O)NNC(=O)C(=O)N1CCCCC1	14	3	5	-2	-0.2	-3	0	6	0
35	O=C(c1ccc(S(=O)(=O)N2CCCC2)cc1)N1CCCC(C(F)(F)F)C1 (stereo not given)	2	-7	-1	-3	2.5	6	-2	11	0
36	O=C(COC(=O)c1ccncc1)Nc1cc(S(=O)(=O)N2CCOCC2)ccc1Cl	x	-1	6	x	0.6	x	2	-7	0
37	CN(N)C(=S)Nc1ccc(Cl)cc1	11	-3	-2	3	1.0	-5	2	-4	0
38	CN(C)c1ccc(/C=N/N2C(=O)c3ccccc3C2=O)cc1	3	-6	1	-1	-2.0	5	8	-6	5
39	CCOc1nc(C)nc(NC(=O)NS(=O)(=O)c2ccccc2Cl)n1	2	-1	5	0	0.8	-2	4	4	0
40	Cc1cccc(NC(=O)Cc2ccc(F)cc2)c1	6	0	1	2	0.7	0	4	1	2
41	Cc1c(NC(=O)c2c(N)n(-c3ccccc3)c3nc4ccccc4nc23)c(=O)n(-c2ccccc2)n1C	-5	-3	1	0	2.2	2	18	12	2
42	CCO/C=C1/C(=O)N(C(C)=O)c2ccccc21	-4	-1	-1	1	8.7	-3	22	0	0
43	CCOC(=O)Nc1ccc(C(=O)/C=C/c2ccccc2)cc1	-2	5	-1	-1	0.0	1	1	18	1
44	COc1ccc(NC(=O)Cc2ccc(C)cc2)c([N+](=O)[O-])c1	-39	1	5	2	-0.8	1	-5	1	0
45	CC1(C)C[C@@H]2C[C@@](C)(CN2C(=O)c2cc(COc3cccc(C(F)(F)F)c3)on2)C1	2	0	-2	3	6.1	8	-15	1	0
46	O=C1C(=O)N(c2ccccc2)c2ccccc21	0	5	8	-5	-1.2	3	27	15	2
47	O=C(NC(=S)Nc1cccc([N+](=O)[O-])c1)c1ccco1	12	-9	-4	-4	0.3	0	7	-2	0
48	CCOC(=O)c1cnc2ccc(C)cc2c1Sc1ccccc1C(=O)OC	7	5	1	0	4.1	0	-20	-12	1
49	Cc1ccc(CCNC(=O)C2CCC(=O)N2C2CCCC2)cc1 (stereo not given)	-2	2	-1	1	2.2	3	7	0	0
50	CC1SCC(=O)N(CC(=O)NCc2ccccc2)C1=O (stereo not given)	4	-4	14	2	2.3	-6	7	16	0
51	COc1cc(C=O)ccc1OCCOc1ccccc1[N+](=O)[O-]	-3	-2	-10	-5	-0.3	0	29	6	0
52	CN(CCCNC(=O)Cn1cc2c(n1)CCCC2)C1CCCCC1	1	-2	11	-1	-0.2	-4	4	17	0
53	COc1ccc(NC(=O)C2CC(c3ccccc3O)=NO2)cc1OC (stereo not given)	-9	-1	4	-6	3.7	1	-1	12	x
54	O=C(Nc1ccc2c(c1)oc1ccc(S(=O)(=O)N3CCCC3)cc12)C1CC1	1	2	11	2	5.7	-2	11	-5	0
55	FC(F)(F)c1cc(-c2ccccc2)nc2nc(N3CCOCC3)sc12	-12	-1	4	3	0.2	11	5	5	0
56	CC1(C)CC(=O)C(Sc2ccccc2[N+](=O)[O-])=C(O)C1	-12	0	-4	2	-0.1	2	4	-18	2

Later entries.
#	SMILES	JMJD2C inh	PP1 counter	proCasp3 act	Fh CTSL1 inh	PP5 primary	HCV core dimer	VLA-4 inh	procasp7 counter	GRK2 aptamer HTS
57	COc1ccc(N(C(=O)c2snc(C(N)=O)c2N)C(C(=O)NC2CCCCC2)c2ccc(C)o2)cc1 (stereo not given)	9	5	-14	0	1.9	19	-11	-59	1
58	CCC(c1nnc(SCC(=O)NCCc2ccc(Cl)cc2Cl)o1)N(C)C (stereo not given)	-2	0	1	1	-0.7	-4	9	-1	0
59	CCCOc1ccc(N2C(=O)CC(SC(=NCC)NCC)C2=O)cc1 (stereo not given)	-2	-3	-9	1	-0.7	-2	16	-3	1
60	CC(=O)c1ccc(OCC(=O)OCc2cc(-c3ccco3)on2)cc1	3	-1	-8	x	0.7	x	-3	1	3
61	O=C1C=C(Nc2ccc(Cl)cc2)CC(c2ccccc2)C1 (stereo not given)	-12	-1	16	-1	0.9	3	14	13	1
62	Cc1cccc(NC(=O)/C(C#N)=C/c2ccc(Sc3ccccc3)o2)c1C	0	4	2	1	3.0	2	-7	-10	8
63	CSc1ccc(COC(=O)CCS(=O)(=O)c2ccc(C)cc2)cc1	7	-1	-3	-36	0.7	-3	10	1	4
64	Cc1cc(=O)[nH]c(SCC(=O)Nc2cccc(C(F)(F)F)c2)n1	0	-4	7	4	-0.8	0	8	1	2

3 compounds picked at random from the list so far:
#	SMILES	JMJD2C inh	PP1 counter	proCasp3 act	Fh CTSL1 inh	PP5 primary	HCV core dimer	VLA-4 inh	procasp7 counter	GRK2 aptamer HTS
43	CCOC(=O)Nc1ccc(C(=O)/C=C/c2ccccc2)cc1	-2	5	-1	-1	0.0	1	1	18	1
33	Cc1ccc(NC(=O)N/C=C/c2ccccc2)cc1	4	2	-7	-1	-0.1	12	-10	6	4
47	O=C(NC(=S)Nc1cccc([N+](=O)[O-])c1)c1ccco1	12	-9	-4	-4	0.3	0	7	-2	0

(continued)
#	SMILES	JMJD2C inh	PP1 counter	proCasp3 act	Fh CTSL1 inh	PP5 primary	HCV core dimer	VLA-4 inh	procasp7 counter	GRK2 aptamer HTS
65	CCCn1nc(C(=O)Nc2ccc3c(c2)OCCO3)c2ccccc2c1=O	-1	-1	2	x	1.4	x	5	5	0
66	Cc1noc(C)c1COC(=O)Cc1ccc(Cl)cc1	-2	2	-1	1	2.2	-2	3	1	0
67	CC(=O)N1CCN(C(=O)CSc2nc3c(cnn3-c3ccccc3)c(=O)[nH]2)CC1	-10	-2	-5	2	1.2	-2	9	3	0
68	Nc1ccccc1C(=O)N=Nc1[nH]c(N)c2ccccc12	6	-1	5	3	2.5	-2	8	10	4
69	CCOC(=O)CON1C(=O)C(C)(C)N(OCC(=O)OCC)C(=O)C1(C)C	-5	-2	-5	-7	1.2	-2	-17	0	0
70	CC1CN(C(=O)COC(=O)c2ccc(S(=O)(=O)N(C)C)cc2)CC(C)O1 (stereo not given)	-1	-1	-2	-1	-0.4	-4	-1	-4	0
71	O=C(Nc1ccc(Cl)c(S(=O)(=O)N2CCOCC2)c1)c1ccc2c(c1)OCO2	1	x	-2	x	x	x	9	3	0
72	CCOC(=O)C1CCN(C(=S)Nc2cccc(C)c2C)CC1	-12	0	5	3	-1.2	3	-2	-7	3
